Screening results deposited in PubChem by The Scripps Research Institute Molecular Screening Center.
GPR151 ag – human GPR151 activation; Q8TDV0; PathHunter beta-arrestin GPR151 cells, luminescence; activation, % at 11.2 µM; 650,000 tested, 1% active; AID 1508602; in the data active = activation above about 4.9%;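 also: 0% = median of compound wells and 100% = cells with positive control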
Target sequence (Q8TDV0 whole entry, looked up): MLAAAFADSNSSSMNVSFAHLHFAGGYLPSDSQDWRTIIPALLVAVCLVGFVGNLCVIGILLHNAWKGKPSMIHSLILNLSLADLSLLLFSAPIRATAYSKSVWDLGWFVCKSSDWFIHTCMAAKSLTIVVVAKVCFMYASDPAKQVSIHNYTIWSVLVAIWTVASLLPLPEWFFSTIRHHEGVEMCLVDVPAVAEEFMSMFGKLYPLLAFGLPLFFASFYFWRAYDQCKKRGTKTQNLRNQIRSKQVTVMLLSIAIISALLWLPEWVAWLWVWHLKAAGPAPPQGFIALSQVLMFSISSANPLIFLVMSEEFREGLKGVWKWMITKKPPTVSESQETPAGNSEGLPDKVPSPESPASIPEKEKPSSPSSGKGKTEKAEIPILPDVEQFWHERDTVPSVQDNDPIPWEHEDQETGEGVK
FBW7 activator – human FBW7 E3 ligase activation, primary screen. Q969H0. AlphaScreen FBW7–phospho-cyclin E peptide binding, activator screen. normalized activity (activation), % at 26.1 µM. 650,000 tested, 0.13% active; in the data active = normalized activity above about 1.9%;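 also: purified mutant Fbw7 with reduced substrate affinity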
TEAD-YAP inh – TEAD-YAP interaction inhibition; inhibition, % at 9.12 µM; AID 1259422; 640,000 tested, 1.4% active; HEK-TIYL cells, TEAD-Gal4/YAP UAS-luciferase luminescence; in the data active = inhibition above about 32%;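 also: 0% = median of test compound wells and 100% = reference inhibitor wells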
MITF inh – inhibitors of human MITF; 650,000 tested, 0.91% active; AID 1259374; inhibition, % at 2.6 µM; O75030; AlphaScreen MITF homodimerization, bead proximity signal; in the data active = inhibition above about 50%;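 also: 0% = vehicle wells with protein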
Target sequence (O75030 whole entry, looked up): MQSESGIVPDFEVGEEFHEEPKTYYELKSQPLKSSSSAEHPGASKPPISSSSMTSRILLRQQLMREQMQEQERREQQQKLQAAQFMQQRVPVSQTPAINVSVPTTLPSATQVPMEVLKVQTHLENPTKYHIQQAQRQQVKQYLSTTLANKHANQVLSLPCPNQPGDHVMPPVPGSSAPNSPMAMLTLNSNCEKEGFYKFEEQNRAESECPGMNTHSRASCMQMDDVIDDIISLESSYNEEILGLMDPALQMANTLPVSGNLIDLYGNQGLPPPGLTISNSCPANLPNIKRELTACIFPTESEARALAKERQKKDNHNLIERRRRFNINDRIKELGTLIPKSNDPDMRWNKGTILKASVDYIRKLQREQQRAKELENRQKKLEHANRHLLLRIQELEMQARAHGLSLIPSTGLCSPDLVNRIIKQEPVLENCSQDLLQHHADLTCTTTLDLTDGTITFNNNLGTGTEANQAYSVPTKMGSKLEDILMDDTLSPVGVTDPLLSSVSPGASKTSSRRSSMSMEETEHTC
* = called active by the depositor; & = joins results of further samples.

SMILES	GPR151 ag	FBW7 activator	TEAD-YAP inh	MITF inh
CCCNC(=O)Cn1cnc2sc(C(=O)Nc3ccccc3OCC)c(C)c2c1=O	-1.0	-0.1	1	2
CCn1nc(NS(C)(=O)=O)c2cc3cccc(C)c3nc21	2.0	0.0	4	-32
COc1ccccc1NS(=O)(=O)c1ccc(Br)s1	0.4	0.0	-5	3
COc1cc(S(=O)(=O)Nc2ccc3c(c2)OC(C)(C)O3)c(OC)cc1Cl	0.2	-0.2	6	9
COc1ccc(-c2nc(CS(=O)CC(=O)NCC(OC)OC)c(C)o2)cc1 (centres undefined)	-0.6	0.5	8	12
C=CCOC(=O)C1=C(C)Nc2c(c(=O)n(C)c(=O)n2C)C1c1ccc(OCC)cc1 (centres undefined)	2.6	0.3	5	15
COc1ccc(C(=O)N2N=C(C(C)C)CC2(O)C(F)(F)F)cc1OC (centres undefined)	-0.2	0.3	7	-9
COc1ccc([N+](=O)[O-])cc1N(CC(=O)Nc1c(F)cccc1F)S(C)(=O)=O	-0.2	-0.2	4	-10
O=C(Nc1cccc(F)c1)C1CC12CCN(C(=O)CC1=CCCCC1)CC2 (centres undefined)	-0.5	-0.1	2	-4
O=C(CC(NCc1ccccn1)C(=O)O)Nc1cc(Cl)ccc1Cl (centres undefined)	0.8	-0.2	-6	104*
O=C(O)CCNc1ccc(Br)cc1C(=O)O	-1.8	0.0	-10	2
Cc1ncsc1C(=O)N[C@H](Cn1nc(C2CC2)ccc1=O)C(C)C	-0.2	0.0	2	5
Cc1cncc2cccc(NC3CCCNC3)c12 (centres undefined)	0.5	-0.5	94*	-2
COc1ccc(-c2cn3nc(SCC(=O)NCc4ccccc4Cl)ccc3n2)cc1	-1.4	0.1	-26	1
COc1ccc(C(=O)CC(=C=Cc2ccccc2)CC(=O)c2ccc(OC)cc2)cc1	-1.7	-0.1	-30	10
Cc1ccc(C)c(N(C)C(=O)c2cn(C)c(=O)c3ccccc23)c1	-2.3	-0.2	-4	-3
CC1CN(CCOCCOc2ccccc2-c2ccccc2)CC(C)O1 (centres undefined)	1.6	-0.1	-9	72*
COc1ccccc1-n1cnc2cc(C(=O)N3CCOCC3)ccc21	-0.1	-0.1	-18	-4
COc1ccccc1CNC(=O)Cn1ncc2c1-c1ccccc1OC2	0.3	-0.1	5	11
Cc1c(CN2CCCC(c3[nH]ncc3CC(C)C)C2)cnn1C (centres undefined)	0.4	0.1	6	-8
CCN(Cc1ccncc1)Cc1ccc2c(c1)CN(C(=O)Cc1ccccc1OC)CCO2	-1.0	-0.1	4	6
CC(=O)c1ccc(NC(=O)CCCN2C(=S)NC(C)(C)CC2C)cc1 (centres undefined)	2.4	0.1	2	12
COc1ccc(/C=C(\C#N)C(=O)OCC(=O)N2c3ccccc3CC2C)cc1 (centres undefined)	-0.3	-0.1	7	0
CCOC(=O)c1ccc(COC(=O)c2cc3ccccc3cc2O)o1	-0.7	0.1	1	9
COc1ccc(Cl)cc1C(=O)N/C(=C\c1cccc([N+](=O)[O-])c1)C(=O)Nc1ccc(C)cc1	0.2	-0.1	6	-5
O=C(Cn1c(=O)oc2cc(Cl)ccc21)Nc1ccc(Cl)cc1	1.8	0.1	12	0
CC(C)(C)C1CCc2c(sc(NC(=O)c3ccccc3)c2C(=O)N2CCN(Cc3ccccc3)CC2)C1 (centres undefined)	1.5	0.0	4	0
CC(=O)Oc1c(C)c(C)c2c(c1C)CCC(C)(CCCC(C)CCCC(C)CCCC(C)C)O2 (centres undefined)	-0.4&-0.6	0.0&0.0	-7&-14	-10&-5
COc1ccc(CN2CCN(Cc3cnn(C)c3C)CC2CCO)cc1C (centres undefined)	0.3	0.1	7	11
CCc1nn(CC(=O)N2CCN(C3CCCCC3)CC2)c(=O)c2cc3occc3n12	-0.3	-0.2	-13	12
CCN(CC)C(=O)c1ccccc1Sc1ccccc1C#N	1.3	0.1	-9	1
COc1cccc(CNC(=O)CCS(=O)(=O)Cc2ccc(C)cc2)c1	-1.1	0.2	11	-19
Cc1cc(I)ccc1NC(=O)CCNC(=O)OCc1ccccc1	-0.9	-0.2	-5	2
Cc1cccc(C)c1NC1=NC(=S)N(c2cccc(O)c2)C12CCC(C(C)(C)C)CC2 (centres undefined)	-0.4	0.4	6	6
CCCCOc1ccc(OCCCC)c2c1NC1(N2)C(=O)N(C(C)=O)c2ccccc21	-0.4	0.0	-24	4
CSc1ncc(CN2CCCC(N(C)CCc3ccccc3)C2)cn1 (centres undefined)	-0.9	0.1	6	10
Cc1ccc(NC(=O)CCC(=O)NNC(=O)C(C)(C)C)c(C)c1	1.5	0.1	-1	4
O=C(c1cccc(Br)c1)N1CCC(c2nc3ccccc3[nH]2)CC1	1.0	0.1	10	3
CC(C)(C)c1ccc(OCC(=O)OCCNC(=O)c2cccnc2)cc1	-1.5	-0.2	-3	0
COc1ccc(-c2nc3ccc(C4=NNC(=O)CC4C)cc3[nH]2)cc1 (centres undefined)	0.2	-0.2	-53	26
COC(=O)c1coc(=O)c2ccccc12	0.4	-0.1	12	-3
NC(=O)c1cccc(-n2ncc3ccc(-c4nn[nH]n4)cc32)c1	0.8	0.3	2	4
CCN(CC)c1nc(NCc2nc3ccccc3[nH]2)nc(N2CCN(c3ccccn3)CC2)n1	0.9	-0.1	34*	13
O=C(COc1ccccc1F)NCC1COC2(CCCCC2)O1 (centres undefined)	-1.1	-0.2	-7	-5
Brc1ccc(Nc2nc3ccccc3n3nnnc23)cc1	3.0	-0.4	-9	4
Cc1ccc(-c2[nH]nc3c2C(c2cc(C(C)(C)C)c(O)c(C(C)(C)C)c2)C(C#N)=C(N)O3)cc1 (centres undefined)	2.0	-0.1	1	0
O=C(Cc1ccccc1)NCc1ccccn1	-0.6	-0.1	-8	-4
O=S(=O)(Cc1ccccc1)NCC1CCCN(Cc2ccc3nonc3c2)C1 (centres undefined)	-0.3	0.0	5	2
CCCn1c(=N)c(C(=O)NCCN2CCOCC2)cc2c(=O)n3cc(C)ccc3nc21	0.9	0.1	16	16
CCC(C)NS(=O)(=O)c1ccc(OCC(=O)N2CCCCC2)cc1 (centres undefined)	-0.1	0.0	3	10

Continued.
SMILES	GPR151 ag	FBW7 activator	TEAD-YAP inh	MITF inh
NS(=O)(=O)c1ccc(CCn2c(SCC(=O)Nc3cccc(C(F)(F)F)c3)nc3ccccc3c2=O)cc1	1.7	0.0	5	2
CN1CCC(=C2c3ccccc3Sc3ccccc32)CC1	2.0&-0.9	0.0&-0.2	6	-4&-14
COc1cccc(-c2csc(-n3nc(C)cc3NC(=O)c3cccc(OC)c3OC)n2)c1	-0.1	0.3	-5	8
CCOC(=O)Cn1c(=O)oc2cc(S(=O)(=O)N3CCn4c3nc3ccccc34)ccc21	0.1	0.0	3	17
COc1ccc(Nc2nc(Cl)nc(NCCN3CCOCC3)n2)cc1	1.4	-0.2	-3	0
CCOC(=O)c1cccc(NC(=O)c2c(-c3ccccc3Cl)noc2C)c1	-1.7	0.1	1	16
Cc1ccc(-c2csc(NC(=O)COc3ccccc3)c2C(=O)NC2CC2)cc1	1.2	0.0	2	7
Cc1nccn1-c1ccc(NC(=O)C2CCCN(CCCn3cccn3)C2)cc1 (centres undefined)	-1.2	0.2	4	15
Cc1cccc(OCC(=O)NC2CCCCC2)c1C	-0.3	-0.1	-19	3
NC(=O)c1ccc(NC(=O)CCC(=O)Nc2ccc(C(N)=O)cc2)cc1	0.2	-0.3	4	-7
CC(=O)Nc1ccc(Nc2nc(Nc3nccc4ccccc34)nc3c2ncn3-c2ccccc2)cc1	-2.0	0.0	0	-14
Cc1nc(N)c(C(=O)O)nc1C	1.7	0.0	-2	14
COc1cccc(/C=c2/sc3nc4ccccc4n3c2=O)c1	-0.6	0.0	50*	-1
CC(C)CNS(=O)(=O)c1ccc(S(=O)(=O)N2CCN(CCC#N)CC2)cc1	1.7	0.2	6	11
CC1CCCCC1NC(=O)Cn1cnc2c(cnn2-c2ccc(F)cc2)c1=O (centres undefined)	2.8	0.2	3	-7
N#CC1=C(N)Oc2n[nH]c(-c3cccnc3)c2C1c1ccc([N+](=O)[O-])o1 (centres undefined)	-0.9	0.0	7	3
COc1cc(/C=N/NC(=O)CSCc2ccc(Cl)cc2)cc(OC)c1OC	-0.2	0.2	0	13
O=C1C2CC=CCC2C(=O)N1c1n[nH]c(-c2cccnc2)n1 (centres undefined)	-0.4	0.0	1	-11
COCCNC(=O)CCC1CCN(C(=O)CCOc2ccccc2)CC1	-1.5	-0.1	-4	-13
Cc1ccc(C(=O)Nc2cccc(-c3nc4ncccc4o3)c2C)cc1C	-0.7	0.0	-2	-1
CCOc1ccc(/C=N/NC(=O)c2cccc(I)c2)cc1	3.2	0.0	-19	-8
CC(=O)NCC(c1ccco1)S(=O)(=O)c1ccc(F)cc1 (centres undefined)	-1.0	0.1	-6	5
N#CCC(=O)N1CCN(c2ccc(Cl)c(Cl)c2)CC1	0.7	-0.1	1	5
Cc1nc2ccc([N+](=O)[O-])cc2s1	-0.1	0.0	12	8
CCOc1ccc(C(C)NC(=O)C2CCCCC2)cc1 (centres undefined)	2.9	0.0	6	-1
O=C(CSc1nc(-c2ccccc2)c(-c2ccccc2)o1)C1CC1	0.6	-0.2	9	2
CCOc1ccccc1NC(=O)CNC(=O)Cn1cnc2ccccc2c1=O	-0.8	-0.1	0	5
COc1ccccc1NC(=O)Nc1nnc(CC(=O)Nc2ccccc2C)s1	-0.2	0.4	15	19
COC(=O)c1cccc(NC(=O)/C(=C\c2ccc3c(c2)OCO3)NC(=O)c2ccc(Br)cc2)c1	0.0	0.4	-1	20
Cc1cccc(C)c1OCC1COS(=O)O1 (centres undefined)	0.1	0.6	8	7
Cc1ccc2cc(NC(=O)c3cccc(F)c3)ccc2n1	-3.9	0.0	-43	-3
CSc1ncc(C(=O)N2CCOCC2)cn1	0.2	0.0	4	9
CCc1ccc(-n2c(=S)sc3c(=O)n(-c4ccc(C)cc4)c(SCC(=O)C(C)(C)C)nc32)cc1	-0.6	0.1	2	11
CCOc1cc(/C=C2\NC(=O)NC2=O)ccc1OC(C)C(=O)O (centres undefined)	2.0	0.0	-6	-1
FC(F)Oc1ccccc1/C=N/NC1=NCCCCC1	-4.4	0.0	-60	-6
CCC(C)OC(=O)C1=C(C)NC2=C(C(=O)CCC2)C1c1cc2c(cc1Cl)OCO2 (centres undefined)	1.0	-0.1	-1	-12
CCc1cc2c(=O)c(Oc3ccc(OC)cc3)coc2cc1OC	-1.6	-0.2	-6	-8
O=C(NCc1ccc(F)cc1)C(Cc1ccccc1)NS(=O)(=O)c1ccc(Br)cc1 (centres undefined)	-0.8	0.0	-3	2
O=C(/C=C(/c1ccccc1)N1CCOCC1)c1ccc([N+](=O)[O-])cc1	-0.5	0.7	-36	6

Structures listed so far that have fluorine (10):
SMILES	GPR151 ag	FBW7 activator	TEAD-YAP inh	MITF inh
COc1ccc(C(=O)N2N=C(C(C)C)CC2(O)C(F)(F)F)cc1OC (centres undefined)	-0.2	0.3	7	-9
COc1ccc([N+](=O)[O-])cc1N(CC(=O)Nc1c(F)cccc1F)S(C)(=O)=O	-0.2	-0.2	4	-10
O=C(Nc1cccc(F)c1)C1CC12CCN(C(=O)CC1=CCCCC1)CC2 (centres undefined)	-0.5	-0.1	2	-4
O=C(COc1ccccc1F)NCC1COC2(CCCCC2)O1 (centres undefined)	-1.1	-0.2	-7	-5
NS(=O)(=O)c1ccc(CCn2c(SCC(=O)Nc3cccc(C(F)(F)F)c3)nc3ccccc3c2=O)cc1	1.7	0.0	5	2
CC1CCCCC1NC(=O)Cn1cnc2c(cnn2-c2ccc(F)cc2)c1=O (centres undefined)	2.8	0.2	3	-7
CC(=O)NCC(c1ccco1)S(=O)(=O)c1ccc(F)cc1 (centres undefined)	-1.0	0.1	-6	5
Cc1ccc2cc(NC(=O)c3cccc(F)c3)ccc2n1	-3.9	0.0	-43	-3
FC(F)Oc1ccccc1/C=N/NC1=NCCCCC1	-4.4	0.0	-60	-6
O=C(NCc1ccc(F)cc1)C(Cc1ccccc1)NS(=O)(=O)c1ccc(Br)cc1 (centres undefined)	-0.8	0.0	-3	2
